# Screens as filed in PubChem BioAssay.
# TSHR antagonist = Antagonists of the Thyroid Stimulating Hormone Receptor: HTS campaign; TSHR-expressing cells, TSH-stimulated cAMP HTRF, 2 h; hits give low values; activity change, negative = inhibition, % at 11.5 µM; hit rate 0.2% among 330,000;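 active = activity change below a set negative limit, meaning inhibition stronger than a set level, cut at about -70% in these data; inconclusive = activity change between two set negative limits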; note: % is set by controls: 0 for no effect and ±100 for the full control effect
#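 Read-out is FRET at 665 nm (cryptate excitation 337 nm) from a cryptate-tagged anti-cAMP antibody, competed by cell cAMP against cAMP-d2. Compounds are tested on freshly harvested TSHR cells challenged with 4nM TSH (EC80) for 2 hours at 37 deg C.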
# TSG101-PTAP inh = qHTS Assay for Iinhibitors of HIV-1 Budding by Blocking the Interaction of PTAP/TSG101; 340,000 tested, under 10 active; AID 493005, 2010; Fluorescence polarization, FITC-PTAP peptide / Tsg101 binding; Potency, µM (series often up to 115 µM), for inactives: at the top dose activity change, negative = inhibition, most hits filed as inhibitors; Tumor susceptibility gene 101 protein (Homo sapiens), Q99816; active = well fitted inhibition curve with a large enough effect in the main read-out, with a control signal flat, not every such curve was filed as active; inconclusive = small, poorly fitted or top-dose-only effect, or effect the other way, or a change in a side signal; inactive = no such curve, though single readings can be large or run the other way; note: potency is the fitted concentration of half-maximal effect; % of control where 0% means no effect
#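 Fluorescence anisotropy tracks displacement of a FITC-tagged PTAP peptide (50 nM) from the Tsg101 binding domain (10 uM), following a 20 min room-temperature incubation at pH 7.5.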
# AT treatment = qHTS Assay for Identifying a Potential Treatment of Ataxia-Telangiectasia. Potency, µM (series often up to 57.5 µM), inactives show at the top dose activation, usual class: activators. AID 485349, 2010. […] A-T fibroblasts, KAP-1 phosphorylation AlphaLISA; neocarzinostatin DNA damage 30 min before lysis. hit rate 0.19% among 320,000; note: potency is the fitted concentration of half-maximal effect; % of control where 0% means no effect; nearly all actives have a fitted effect of over 45% in size
#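 hTERT-immortalized A-T patient fibroblasts ([…]), 500 cells/well in OPTI-MEM, 1% FBS, got compounds for 60 min, then NCS for 30 min at 37C. Lysates were then assayed for phospho-KAP-1 by AlphaLISA (anti-pKAP1 donor, anti-KAP1 acceptor beads), 6 hr at 25C.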
# Menin-MLL TR inh = qHTS Assay for Inhibitors Targeting the Menin-MLL Interaction in MLL Related Leukemias: Competition With Texas Red Labeled MLL-derived Mutant Peptide. Menin + Texas Red MLL mutant peptide, fluorescence polarization. Potency, µM (highest dose often 61.6 µM), without a hit: at the top dose FP activity change, negative = inhibition, usual class: inhibitors. hit rate 0.23% among 270,000. AID 1768, 2009; active = well fitted inhibition curve with a large enough effect in the polarisation, with a control signal flat, not every such curve was filed as active; inconclusive = small, poorly fitted or top-dose-only effect, or effect the other way, or a change in a side signal; inactive = no such curve, though single readings can be large or run the other way; the % refers to the polarisation; note: potency is the fitted concentration of half-maximal effect; % of control where 0% means no effect; many of its hits are not listed in these tables
# Target sequence (O00255 whole entry, looked up): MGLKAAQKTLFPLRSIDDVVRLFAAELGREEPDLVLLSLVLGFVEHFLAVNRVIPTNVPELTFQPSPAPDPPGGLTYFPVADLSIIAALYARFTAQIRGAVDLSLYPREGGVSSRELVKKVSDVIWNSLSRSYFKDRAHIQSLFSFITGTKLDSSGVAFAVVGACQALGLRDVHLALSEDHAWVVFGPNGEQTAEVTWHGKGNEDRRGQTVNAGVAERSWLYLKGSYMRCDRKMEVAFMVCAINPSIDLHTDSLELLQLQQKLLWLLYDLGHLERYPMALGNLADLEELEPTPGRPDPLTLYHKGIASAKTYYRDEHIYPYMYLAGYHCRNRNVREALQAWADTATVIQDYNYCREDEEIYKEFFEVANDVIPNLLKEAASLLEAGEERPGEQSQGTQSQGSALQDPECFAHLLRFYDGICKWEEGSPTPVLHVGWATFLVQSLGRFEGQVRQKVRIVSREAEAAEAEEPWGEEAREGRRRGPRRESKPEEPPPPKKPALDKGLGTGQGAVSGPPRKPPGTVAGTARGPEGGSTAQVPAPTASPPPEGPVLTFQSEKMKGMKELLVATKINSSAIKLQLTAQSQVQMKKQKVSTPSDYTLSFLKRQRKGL
# MBNL1-CUG inh = qHTS Assay for Inhibitors of MBNL1-poly(CUG) RNA binding | TR-FRET MBNL1-His/biotin-(CUG)12 binding, 665/545 ratio | Potency, µM (highest dose often 57.5 µM), inactives show top-dose activity change, negative = inhibition, hits mostly inhibitors | hit rate 0.036% among 280,000; active = well fitted inhibition curve with a large enough effect in the signal ratio, with a control signal flat, not every such curve was filed as active; inconclusive = small, poorly fitted or top-dose-only effect, or effect the other way, or a change in a side signal; inactive = no such curve, though single readings can be large or run the other way; the % refers to the signal ratio; note: potency is the fitted concentration of half-maximal effect; % is set by controls: 0 for no effect and ±100 for the full control effect
# Target sequence (Q9NR56 whole entry, looked up): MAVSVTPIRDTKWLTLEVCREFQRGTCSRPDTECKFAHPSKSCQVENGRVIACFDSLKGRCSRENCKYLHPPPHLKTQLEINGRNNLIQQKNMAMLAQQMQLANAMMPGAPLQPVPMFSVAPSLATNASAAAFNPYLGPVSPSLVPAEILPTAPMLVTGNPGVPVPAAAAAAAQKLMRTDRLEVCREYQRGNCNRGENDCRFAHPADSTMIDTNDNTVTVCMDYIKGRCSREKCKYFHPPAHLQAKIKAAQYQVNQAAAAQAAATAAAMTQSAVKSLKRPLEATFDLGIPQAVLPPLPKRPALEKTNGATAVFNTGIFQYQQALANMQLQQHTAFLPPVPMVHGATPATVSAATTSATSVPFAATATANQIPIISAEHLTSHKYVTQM
#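 Compound titration spanned 92 nM–58 uM against the MBNL1-His/biotin-(CUG)12 complex. After 60 min at room temperature with 5 nM streptavidin-XL665 and 0.055 ng/ul terbium anti-His, ratiometric 665/545 nm emission (Ex 340 nm) normalized to controls.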
# TCR act = Activators of T cell receptors: qHTS campaign; 330,000 tested, under 10 active; Potency, µM (titrated, usually from 9.22 µM), without a hit: at the highest dose activation of IL-2 secretion, hits mostly activators; AID 504894, 2011; primary human leukocytes, anti-CD3, IL-2 HTRF, 48 h; note: % of control where 0% means no effect
#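 Primary human leukocytes receive a-CD3 beads and test compound and are incubated 48 hr. Secreted IL-2 is then assayed by HTRF, measuring 665nm acceptor emission after 320nm excitation of the europium donor.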
# Integrin act MD = qHTS for Activators of Integrin-Mediated Alleviation for Muscular Dystrophy; alpha7betagal myoblasts, beta-gal FDG fluorescence, 48 h; Potency, µM (doses to about 38.3 µM), inactives show at the top dose activation, usual class: activators; hit rate 0.064% among 350,000; AID 624291, 2012;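 note: potency is the fitted concentration of half-maximal effect; 100% = response of the positive control SU9516; nearly all actives have a fitted effect of over 60% in size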
#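 alpha7betagal+/- myoblasts (passage 13, 250/well) treated 48 h at 37C with compounds at 1:260 dilution of DMSO stock. Lysed, then beta-galactosidase activity read as FDG fluorescence (ex 480/em 540) after 30 min, with pre-read for autofluorescence.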
# Mito fusion act = qHTS Assay for Small Molecule Inhibitors of Mitochondrial Division or Activators of Mitochondrial Fusion; S. cerevisiae fusion-defective mutant growth rescue, CellTiterGlo 48 h; Potency, µM (titrated, usually from 46.1 µM), without a hit: at the top dose growth rescue (activation), hits mostly activators; hit rate 0.23% among 320,000;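 note: potency is the fitted concentration of half-maximal effect; % of control where 0% means no effect; nearly all actives have a fitted effect of over 45% in size; temperature-sensitive fusion mutants such as fzo1-1 at 37 °C on non-fermentable ethanol glycerol medium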
#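 S. cerevisiae fusion-defective temperature-sensitive mutants (e.g. fzo1-1, mgm1-5) grown 48 h at 37C in YPEG (ethanol/glycerol non-fermentable) medium with 23 nl compound per well; growth rescue read as CellTiterGlo luminescence.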
# CXXC DNA block = qHTS Fluorescence Polarization Assay for Inhibitors of MLL CXXC domain - DNA interaction. hit rate 0.037% among 290,000. Potency, µM (highest dose often 115 µM), for inactives: at the highest dose activity change, negative = inhibition, usual class: inhibitors. MLL-CXXC / FITC-HOXA9 DNA fluorescence polarization; active = well fitted inhibition curve with a large enough effect in the polarisation, with a control signal flat, not every such curve was filed as active; inconclusive = small, poorly fitted or top-dose-only effect, or effect the other way, or a change in a side signal; inactive = no such curve, though single readings can be large or run the other way; the % refers to the polarisation; note: potency is the fitted concentration of half-maximal effect
#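 Steps: dispense CXXC domain solution (7 uM) → pin compounds or unlabeled HOX-A9 DNA control → 5 min ambient → add FLSN-HOX-A9 solution (50 nM) → spin → 30 min ambient → fluorescence polarization. Tris pH 7.5/NaCl/DTT/BSA buffer.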
# S-ASM inh = Inhibitors of Secretory Acid Sphingomyelinase (S-ASM): qHTS; Sphingomyelin phosphodiesterase (Homo sapiens), P17405; placental ASM, HMU-PC fluorogenic substrate, 60 min; Potency, µM (doses to about 57.5 µM), for the others: top-dose activity change, negative = inhibition, most hits filed as inhibitors; hit rate 0.006% among 340,000; AID 504937, 2011; note: potency is the fitted concentration of half-maximal effect
#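 HMU-PC0 cleavage (9 uM final) by human placental ASM, 60 min at 37 °C following 10 min compound exposure at RT; stopped at pH 10, fluorescence Ex 386/Em 447 nm.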
# Active calls of the source: *; ? = inconclusive; . = not tested or not shown; & = joins results of further samples; [ ] = another dose, or the depositor's remark. Unless noted, calls come from the whole dose curve; as a rule, active = well fitted curve in the direction sought with a large enough effect; inconclusive = small, poorly fitted or top-dose-only effect, or another doubt; inactive = no such curve, though single readings can be large; an effect the other way counts as inactive or inconclusive.
SMILES,TSHR antagonist,TSG101-PTAP inh,AT treatment,Menin-MLL TR inh,MBNL1-CUG inh,TCR act,Integrin act MD,Mito fusion act,CXXC DNA block,S-ASM inh
Cc1cccc(C(=O)Nc2c(C(=O)N3CCN(C)CC3)cnn2-c2ccccc2)c1,.,-2%,.,.,.,-3%,17%,.,.,0%
CCCCN(CCCC)C(=O)c1cc(Cl)ccc1[N+](=O)[O-],-10,-3%,-1%,-2%,?,-7%[46.1 µM],17%,17%,-4%,-2%
CCn1c(CSc2nc(C)cc(C)n2)nnc1SCC(=O)N1CCCc2ccccc21,8,-3%,11%,-11%,-15%,5%,-19%,-2%,21%,0%
CCOC(=O)C1=C(C)NC(=O)NC1c1cccc(O)c1 (stereo not drawn),.,-5%,.,13%,-7%,1%,5%,3%,-2%,1%
Cc1ccc(NC(=O)Cc2ccccc2F)cc1S(=O)(=O)N1CCCCCC1,-34,-5%,7%,.,.,4%,-49%[inhibitor],20%,.,-6%
CCOC(=O)c1ccccc1NC(=O)C1=COCCO1,6,0%,7%,.,.,-2%,20%,-3%,.,-1%
CC1=NNC(=O)C1CCC(=O)N/N=C/c1c(Cl)cccc1Cl (stereo not drawn),5,2%,8%,6%,-3%,-6%,10%,1%,0%,8%
COc1ccc(Cn2c(=O)[nH]c3cc(C(=O)NC4CCCC4)ccc3c2=O)cc1,12,-5%,-7%,-16%,1%,0%,24%,-10%,14%,43%[activator]
CCOCCSC1=C(C#N)C(c2cccs2)C(C(C)=O)=C(C)N1 (stereo not drawn),-14,-4%,5%,21%,4%,3%,-6%,11%,8%,16%
Cc1cc(NS(=O)(=O)c2ccc(NC(=O)Nc3cccc(Cl)c3)cc2)no1,-16,-2%,-1%,?,-9%,-9%,40%,0%,-5%,-13%
COc1cc(OC)cc(C(=O)NCCS(=O)(=O)N2CCN(Cc3ccccc3)CC2)c1,-11,-4%,-1%,.,.,1%,-6%,-2%,.,-1%
COc1ccc(OC)c2c(C)cc(N3CCN(C(=O)c4ccc(C)cc4)CC3)nc12,-10,0%,2%,-15%,5%,-2%,-13%,4%,1%,99%[activator]
Cc1ccsc1CNc1ncnc2ccc(-c3c(C)noc3C)cc12,-32,0%,-1%,1%,.,-3%,.,.,.,3%
O=C1C2ON(c3ccccc3)C(c3cccnc3)C2C(=O)N1c1ccccc1 (stereo not drawn),1,-9%,13%,-10%,-8%,-1%,32%,0%,2%,0%
Cc1cccc(-c2noc(CCCC(=O)Nc3ccc(C(N)=O)cc3)n2)c1,-2,-2%,-2%,0%,4%,-1%,-4%[7.66 µM],0%,16%,-5%
FC(F)(F)c1cccc(Cc2noc(CN3CCC(c4ccncc4)CC3)n2)c1,-9,-1%,8%,-1%,8%,-4%,-21%,-1%,-1%,3%
CC1SCC(NC(=O)c2ccc(Cl)cc2)CS1 (stereo not drawn),9,-2%,-4%,.,0%,1%,5%,-4%,3%,-1%
COc1ccc([N+](=O)[O-])cc1N(CC(=O)O)S(C)(=O)=O,4,-1%,-3%,-2%,20%,-6%,3%,-2%,1%,-1%
CCn1c(Cc2cccs2)nnc1SCC(=O)NC(C)(C)C,9,-2%,6%,-6%,-5%,0%,-18%,0%,4%,0%
CC(=O)NC(c1ccccc1)c1cc([N+](=O)[O-])c2cccnc2c1O (stereo not drawn),-2,-3%,-11%,?,9%,-1%,-15%,-5%,-2%,-9%
CCc1ccc(-n2c(=O)c3ccccc3n(CC(=O)NCc3ccco3)c2=O)cc1,-4,-5%,-2%,-4%,7%,-2%,-3%,3%,-7%,-1%
O=C(C1=C[C@H](c2csc3ccccc23)C[C@H](OCCCCO)O1)N1CCN(Cc2ccc3c(c2)OCO3)CC1,-3,-1%,13%,?,4%,5%,12%,-7%,-27%,0%
CCCNC(=O)c1ccc(Cn2cc(-c3ccc(OC)cc3)nc2C(C)N)cc1 (stereo not drawn),-1,-2%,-11%,.,.,7%,13%,-6%,.,11%
CCc1ccc(C2=NNC(=Nc3cccc(S(=O)(=O)N(C)C)c3)SC2)cc1,3,0%,3%,?,.,2%[46.1 µM],-52%[inhibitor],-3%,9%,-2%
C[C@@H]1NC(=O)/C(=C\c2ccccc2Cl)NC1=O,10,-3%,11%,.,-8%,1%,12%,-2%,8%,2%

# Additional results.
SMILES,TSHR antagonist,TSG101-PTAP inh,AT treatment,Menin-MLL TR inh,MBNL1-CUG inh,TCR act,Integrin act MD,Mito fusion act,CXXC DNA block,S-ASM inh
CCOC(=O)c1[nH]nc2c1C(=O)N(Cc1ccccc1)C2=O,-21,-2%,1%,12%,-1%,0%,-1%,-2%,0%,-2%
O=C(N[C@H](Cc1ccc(Cl)cc1)C(=O)O)OCC1c2ccccc2-c2ccccc21,-19,-4%,6%,19%,-6%,-2%,0%,2%,-12%,13%
CCN(CC)c1ccc(NC(=O)CN2C(=O)NC3(CCc4ccccc43)C2=O)cc1 (stereo not drawn),-4,-2%,-19%,.,.,.,-19%,2%,.,1%
CCC(=O)c1ccc(OCC(=O)Nc2nc(-c3cccnc3)cs2)cc1,-14,0%,2%,.,.,-5%,6%,-5%,.,0%
O=C(CN(C1CCCCC1)S(=O)(=O)c1ccccc1)NCc1cccnc1,1,1%,0%,-23%,-7%,-4%[46.1 µM],-13%,1%,-3%,0%
O=C(C1CC1)N(CCN(Cc1ccccc1)C(=O)C1CC1)Cc1ccccc1,-5,-2%,7%,?,2%,1%,0%,4%,8%,-3%
CC1CC(C)CN(C(=O)CSc2n[nH]c(N)n2)C1 (stereo not drawn),.,0%,32%,.,.,.,7%,.,.,3%
O=C(O)CCC(=O)Nc1ccc(Br)cc1C(=O)c1ccccc1Cl,3,-9%,36%,.,-6%,0%,-22%,3%,-7%,-4%
NC(=O)CSc1n[nH]c(-c2ccco2)n1,-3,-1%,-10%,.,8%,-5%,3%,-10%,2%,4%
O=C(Cc1ccc(Cl)cc1)Nc1ccc(S(=O)(=O)Nc2cnc3ccccc3n2)cc1,11,-5%,-6%,?,12%,1%,-15%,1%,-4%,18%
Cc1ccc(S(=O)(=O)Nc2ccc(C(=O)Nc3cc(C)on3)cc2)cc1,-13,-2%,1%,?,0%,-4%[46.1 µM],16%,0%,1%,0%
O=C1CNC(=O)N1CC(=O)N1CCCc2ccccc21,-7,-1%,-2%,11%,-1%,-2%,6%,0%,-10%,2%
COc1cc(OC)c(OC)cc1CNC(=O)c1cccc(S(=O)(=O)N2CCc3ccccc3C2)c1,?,-5%,0%,.,.,-3%,-39%,6%,.,-10%
CCCNC(=O)Cn1c(=O)n(C)c2ccccc21,20,-3%,8%,.,-14%,-9%,-2%,3%,3%,-1%
c1ccc(CC2CCN(c3ncnc4sccc34)CC2)cc1,-15,0%,7%,-19%,-4%,-6%,0%,3%,2%,-8%
CC(Oc1ccc(Cl)cc1C(N)=O)C(=O)N1CCc2ccccc21 (stereo not drawn),-1,-5%,14%,.,.,3%[46.1 µM],-17%,.,.,-2%
O=C(Nc1ccccc1N1CCOCC1)C1CCN(S(=O)(=O)c2ccccc2F)CC1,-13,-1%,3%,-8%,.,-7%,-20%,10%,-4%,3%
C=CCNC(=O)CSc1cc([N+](=O)[O-])cc(S(=O)(=O)Cc2ccccc2)c1,-1,-2%,-2%,?,?,-2%[46.1 µM],-16%,-1%,-3%,0%
CCn1c(C)c(C2=CCN(S(=O)(=O)c3ccc(C)cc3)CC2)c2ccccc21,7,-1%,-8%,?,.,-5%,-29%,5%,?,5%
O=C(CSc1n[nH]c(=O)[nH]c1=O)c1cccc([N+](=O)[O-])c1,6,-1%,-1%,18%,?,-3%,3%,-7%,-4%,1%
Cn1nnc2cc(C(=O)N3CCN(c4ccccc4)CC3)ccc21,-8,-5%,4%,6%,0%,-3%,2%,-5%,7%,-2%
Cn1c(N)cc(=O)n(Cc2ccccc2)c1=O,4,0%,14%,11%&-11%,4%,-7%,13%,-1%,5%,0%

# An excerpt (hit frequency here may not be typical).
